TWEAK Fn14 block: inhibitors of TWEAK-Fn14 signaling, primary screen, luciferase reporter cells, uHTS. TWEAK-stimulated Fn14 reporter cells, luciferase luminescence, 8 h. inhibition, % at 10 µM. 2% of 360,000 active; in the data active = inhibition above about 50%
aDG glyco up: activators of alpha-DG glycosylation, primary screen, uHTS, Pro5-aDG cells, AlphaScreen. activation, % at 10 µM. 0.22% of 360,000 active. AID 624168, 2012. alpha-DG glycosylation AlphaScreen (IIH6); 0% Pro5, 100% B10-LARGE cell signal;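 active = activation of at least 8% versus controls, or a plate z-score of at least 8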;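 note: Pro5 are CHO cells carrying HIG-tagged alpha-DG that lacks glycosylation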
hiPSC survival: enhancers of single-cell hiPSC survival, primary screen, ATPlite luminescence; 100% = ROCK inhibitor wells, 0% = DMSO; survival enhancement, % at 20 µM; 0.044% of 360,000 active; AID 602274, 2012; in the data active = survival enhancement above about 18%;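 note: cells exposed to compounds for 16 hours before the ATP read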
Shn3 3UTR inh: reduction of Shn3 3'UTR firefly luciferase signal, primary screen, Schnurri-3 inhibitor project, cell-based, Clone20 osteoblasts, set 2; Clone20 osteoblast Shn3 3'UTR firefly luciferase, 24 h; inhibition, % at 12.5 µM; 0.52% of 360,000 active;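 active = mean inhibition of at least 75% with every replicate also reaching 75%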;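 note: 0% = median of neutral control wells and 100% = pilot-screen positive control compound; some compounds past the cut are filed as inactive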
CF NFkB inh: inhibitors of PAF-induced NF-kB signaling, primary screen, cell-based, GFP fluorescence, uHTS; KKLEB NF-kB-GFP reporter, GFP fluorescence overnight; inhibition, % at 5 µM; 0.86% of 360,000 active; AID 588850, 2011;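 active = at least 50% inhibition at 5 µM, scaled per plate between neutral and stimulator controls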;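 note: PAF is a Pseudomonas aeruginosa culture filtrate used as stimulus; plate controls were PAF-stimulated DMSO wells for no effect and unstimulated DMSO wells for full effect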
NR2E3 ag-1: NR2E3 agonists in two-hybrid cells, primary screen, cell-based, luminescence, CHO-S, Gal4-NCOR/VP16-NR2E3 | Photoreceptor-specific nuclear receptor (Homo sapiens), Q9Y5X4 | 0.35% of 360,000 active | AID 602229, 2012 | luciferase | inhibition of corepressor binding, % at 3.98 µM;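 active = inhibition above the mean of all tested compounds plus 3 SD, cut at about 70% in these data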;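 note: 0% = DMSO with NR2E3 transfected cells and 100% = cells lacking NR2E3 construct; higher means lower luciferase signal from less NR2E3 corepressor binding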
Target sequence (Q9Y5X4 whole entry, looked up, the tested form may be a part): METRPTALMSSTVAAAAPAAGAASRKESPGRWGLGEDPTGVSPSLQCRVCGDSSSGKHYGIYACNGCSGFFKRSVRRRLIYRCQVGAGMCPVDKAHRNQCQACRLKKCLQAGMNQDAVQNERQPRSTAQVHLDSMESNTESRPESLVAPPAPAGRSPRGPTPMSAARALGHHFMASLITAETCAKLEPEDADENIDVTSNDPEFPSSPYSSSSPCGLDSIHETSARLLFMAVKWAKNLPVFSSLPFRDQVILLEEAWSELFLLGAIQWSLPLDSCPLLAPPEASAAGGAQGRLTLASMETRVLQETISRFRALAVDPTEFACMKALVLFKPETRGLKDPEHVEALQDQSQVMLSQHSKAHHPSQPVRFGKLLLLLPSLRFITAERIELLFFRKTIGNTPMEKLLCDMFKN
MITF TRPM1 inh: inhibitors of MITF-dependent TRPM1 promoter reporter, primary screen, cell-based, SK-MEL-5, single point, luciferase; SK-MEL-5 TRPM1 promoter luciferase, 24 h; AID 488899, 2010; inhibition, % at 12.5 µM; 0.83% of 330,000 active;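 active = mean inhibition across replicates of 60% or more, whatever share of single replicates reaches that level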; note: values of inactives mirror those of a sister screen read the other way
KKLEB cytotox: cytotoxicity in KKLEB CF airway cells, primary screen, cytotoxicity control for CF NF-kB inhibitor project, cell-based, uHTS, fluorescence assay plates; 0.36% of 360,000 active; KKLEB CF airway cells viability, ATPlite luminescence, overnight; hits give low values; cells stimulated with P. aeruginosa culture filtrate; activity change (cytotoxicity), % at 5 µM;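 active = corrected activity change at or below -50% at 5 µM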
HIF-2a block: HIF-2a reporter inhibitors, primary screen, luminescence, 786-0 RCC cells. 786-0 RCC cells HIF-2a reporter, luciferase luminescence, overnight. inhibition, % at 18.8 µM. 0.72% of 360,000 active;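 active = inhibition of the luminescence signal of 40% or more relative to plate controls, in a single-dose primary screen at 18.75 µM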
Peg3 promoter: Peg3 promoter-driven luciferase inhibitors, primary screen, cell-based, HeLa, luciferase luminescence. 1.7% of 360,000 active. HeLa PEG-Prom luciferase reporter, overnight. inhibition, % at 20 µM;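 active = inhibition of at least 50% at 20 µM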
NR2E3 ag-2: inhibitors of NR2E3-RetCOR corepressor binding, primary screen, NR2E3 agonist project, biochemical, TR-FRET, GST-NR2E3, biotin-RetCOR. 1536-well. inhibition of corepressor binding, % at 4.78 µM. 0.12% of 320,000 active. AID 2300, 2010;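 active = percent inhibition above the cutoff of mean plus 3 SD of all tested compounds, set per screening campaign, cut at about 20% in these data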;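 note: 0% = DMSO wells and 100% = biotin wells as full block of FRET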
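Material: NR2E3–RetCOR corepressor complex | Quantity: 1.35 nM GST-tagged NR2E3 final | Schedule: 5 h at 4 °C | Replication: Singlicate compound wells | Reagent: RetCOR corepressor, biotinylated, 7 nM | Controls: Biotin wells as high control, 0.6% DMSO wells as low control | Signal: TR-FRET, Eu(K)-anti-GST donor, streptavidin-D2 acceptor, ex 340, em 617/671 nm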
* = called active by the depositor; nt = no result given.

canonical_smiles	TWEAK Fn14 block	aDG glyco up	hiPSC survival	Shn3 3UTR inh	CF NFkB inh	NR2E3 ag-1	MITF TRPM1 inh	KKLEB cytotox	HIF-2a block	Peg3 promoter	NR2E3 ag-2
Cc1nc(N)c(C#N)c(-c2ccccc2)c1C	20	2.1	1.2	3	39	-31	3	-11	27	18	-1
COc1cc(/C=N/N2CCN(c3ccccc3OC)CC2)ccc1O	-14	0.1	-0.4	4	8	-8	-33	12	-124	-68	0
CCC(c1nnnn1-c1ccc2c(c1)OCCO2)N1CCN(C/C=C/c2ccccc2)CC1 (stereo not drawn)	58*	-0.1	0.9	15	-6	14	nt	0	-14	12	nt
COc1ccc(CCNC(=O)CCNC(=O)N2CC(=O)Nc3ccccc32)cc1	1	-0.2	-0.4	-2	10	-4	0	0	8	5	3
CCOC(=O)c1cnc2cc3c(cn2c1=O)CCCC3	12	0.2	-1.1	-55	-2	-99	-65	-1	-187	-201	1
COc1ccc(C(CNC(=O)c2cccc(S(=O)(=O)Nc3ccc(Br)cc3)c2)N(C)C)cc1 (stereo not drawn)	7	0.2	-2.0	1	-7	14	nt	-4	-21	-48	nt
Cc1ccc(S(=O)(=O)N2CCC(C(=O)N3CCC[C@H]3C(=O)NC3CCS(=O)(=O)C3)CC2)cc1 (stereo partly drawn)	9	-0.2	0.5	-3	-15	-10	6	3	6	0	-2
COCCCN(Cc1cc(OC)c(OC)c(OC)c1)C(=S)Nc1cccc(SC)c1	11	0.7	-1.0	79	18	-38	nt	-7	5	36	nt
CN(C)c1c([N+](=O)[O-])cc2[nH]c(=O)[nH]c2c1[N+](=O)[O-]	-9	1.2	-0.3	-5	-7	3	9	3	9	12	-6
Cc1cc(Br)c(OCc2ccc(C(=O)N/N=C3\CC(=O)CC(C)(C)C3)cc2)c(Br)c1	3	0.1	0.6	4	18	-8	-7	-22	24	3	0
Cn1c(N)c(C(=O)COC(=O)c2cc3ccccc3cc2O)c(=O)n(C)c1=O	18	-0.1	-0.9	-11	12	-9	-1	-22	11	15	nt
CCc1cccc(CC)c1NC(=S)NCc1nc2ccccc2[nH]1	-12	0.0	-1.9	-5	-14	-32	19	3	24	10	2
CCn1c(C)[n+](Cc2ccccc2)c2ccc(C(=O)OC)cc21	-1	-0.3	-0.6	-11	-25	22	0	0	15	13	2
Cc1ccsc1/C=N/NC(=O)c1ccccn1	14	-0.4	-0.1	-22	7	-110	-15	7	-128	-236	-3
Cc1nc2ccccc2c(=O)n1/N=C/c1cn(-c2ccccc2)nc1-c1cccs1	46	-0.3	-1.7	-14	5	-37	-49	-12	-190	-75	4
O=C(NCc1ccco1)C1CN(S(=O)(=O)c2ccccc2)CCN1S(=O)(=O)c1ccccc1 (stereo not drawn)	-8	-0.5	0.3	-1	-7	-21	2	6	17	3	1
COc1ccc(CCN2CC(C#N)=C3c4cc(OC)c(OC)cc4CCN3C2)cc1OC	-38	0.4	0.1	40	14	-28	nt	-22	6	19	1
CCn1nc(C)c(NC(=O)/C=C/c2cnn(C)c2)c1C	12	0.0	3.2	-2	4	8	-6	-3	13	-4	-1
COc1ccc(NC(=S)NNC(=O)c2ccc(S(=O)(=O)N3CCOCC3)cc2)cc1	3	-0.3	0.7	17	7	-16	-6	-4	13	10	1
O=C1/C(=C/c2ccccn2)SC(=S)N1c1cccc(O)c1	29	0.1	-0.3	13	21	-73	-31	6	-52	-62	-2
CCCOC(=O)C1[C@H]2C(=O)N(CCCOC)C[C@]23C=C[C@H]1O3 (stereo partly drawn)	6	-0.1	-2.3	-6	16	-41	3	3	11	-5	-3
Cc1nc(N2CCOCC2)c2c(C)c(C(=O)Nc3ccccc3Cl)sc2n1	-27	-0.1	-0.4	1	12	-12	-6	-14	-58	-39	0
O=c1c2sc(-c3ccccc3)cc2nc2n1CCCCC2	27	0.1	-0.8	-83	4	-139	-54	-6	-263	-211	1
CC(C)C[C@@H](CN1CCCC1CN1C(=S)NC[C@@H]1Cc1ccc(O)cc1)N1C[C@H](Cc2ccccc2)N(CC2CCCCC2)C1=S (stereo partly drawn)	14	0.0	-1.7	13	4	11	-1	5	-15	5	nt
CC(C)Oc1ccccc1-c1nc(SCC(=O)O)n[nH]1	-27	0.0	-0.8	-9	1	0	3	4	7	24	0
COc1cc(C(=O)Nc2ccc(Cl)c(C(F)(F)F)c2)cc(OC)c1OC	-10	0.2	-0.7	6	3	16	-4	-4	-7	0	-3
CCOc1ccc(-n2c(=O)c3sccc3n(Cc3ccc(C)cc3)c2=O)cc1	-14	0.1	-0.6	nt	-3	6	-6	-1	18	18	1
C=C(C)CN(CC)c1nc(N)c2c(N)nc3c(c2c1C#N)CC(=O)N3C12CC3CC(CC(C3)C1)C2	9	-0.4	-3.0	76	35	-29	6	-31	5	15	4
Fc1ccc(NC(=S)NCCc2ccc(Cl)cc2)cc1	-11	0.4	-1.7	-33	1	-43	-14	-11	-139	-66	1
Cc1nn(C)cc1C(C(=O)NC1CCCCC1)N(C(=O)Cn1nnc2ccccc21)c1ccc(F)cc1 (stereo not drawn)	-3	0.0	-1.1	1	-15	1	-4	5	-3	2	-3
O=C(NCCN1CCCC1=O)C1CCC(=O)N(CCc2ccc(Cl)cc2)C1 (stereo not drawn)	8	-0.2	1.7	-16	-8	-13	0	7	-6	-4	0
COc1cc(C(F)(F)F)c(C(=O)N(C)Cc2cc(Cl)cc(Cl)c2)cn1	-12	0.4	0.7	20	7	-21	-4	-18	6	2	0
COc1cccc(-c2csc(NNC(=O)c3cccs3)n2)c1	-1	-0.4	-0.5	8	12	-1	11	2	-87	-12	1
c1ccc2cc(CCCc3cc4ccccc4cn3)ncc2c1	-29	0.3	-0.1	-17	-7	-6	2	-2	-39	-48	1
NC(=O)CSc1nc2sc(-c3ccccc3)cc2c(=O)n1N	-41	1.1	-0.2	-20	-29	-41	-51	4	-143	-160	2
CCOc1ccc(-c2nnc(-c3ccncc3)o2)cc1OCC	0	0.4	4.1	7	10	-22	7	-1	-14	-12	-5
CCC(=O)Nc1ccc2c(c1)ncn2-c1ccccc1	-17	0.1	1.0	-16	4	-27	-64	-5	-174	-162	1
CC(C)N1CCC1(C)C(=O)Nc1ccc2scnc2c1 (stereo not drawn)	3	0.1	2.0	-11	-48	-7	nt	17	-5	1	nt
CCN(CC)c1ccc(NC(=O)CSc2nc3nc(C)cc(C)c3c(=O)[nH]2)cc1	2	0.0	-0.4	-6	-10	8	5	10	2	-4	-3
O=C(CSc1nnc(Cc2cc(=O)[nH]c(=O)[nH]2)n1-c1ccc(F)cc1)N1CCCCC1	-1	0.3	-0.1	-13	4	-25	6	1	-9	-1	-1
Cc1ccc(C(=O)N2CC(=O)Nc3ccc(F)cc3C2c2ccccc2)cc1[N+](=O)[O-] (stereo not drawn)	-1	0.0	-1.6	15	6	-2	-6	0	18	26	-1
COc1ccc(CC(=O)Nc2cc3oc4ccccc4c3cc2OC)cc1	-6	0.5	0.4	-19	-5	-137	-58	10	-230	-269	1
Nc1cc2nc[nH]c2cc1N	2	0.1	0.3	-11	-8	-27	10	-6	-6	8	nt
C[C@H](NC(=O)C1CCN(S(=O)(=O)c2ccccc2)CC1)C(=O)NC1CC1	0	-0.4	5.8	-10	-2	-42	nt	-1	18	9	nt
CCCCCCNC(=O)c1c(O)c2cccc3c2n(c1=O)CCC3	3	-0.3	-2.4	9	2	-6	-3	-4	10	5	2
O=C(C1COc2ccccc2O1)N1CCN(c2ccccc2O)CC1 (stereo not drawn)	1	0.1	-3.6	6	3	-3	12	2	-2	6	0
CC(C)C[C@H]1CN=C(Nc2ccccc2)N1CCCC1CCCCC1	-21	1.5	-3.0	43	12	-9	1	3	-1	33	1
CCCCn1[nH]c(-c2ccccc2)cc1=O	-6	0.1	1.4	-36	8	10	2	4	13	12	3
COc1cccc(OCc2cc(C(=O)N(C)C3CCOCC3)no2)c1	4	-0.3	0.0	-14	-2	-31	-8	1	-8	-3	-1

Sorted by molar mass (smallest number first): part of the list above
canonical_smiles	TWEAK Fn14 block	aDG glyco up	hiPSC survival	Shn3 3UTR inh	CF NFkB inh	NR2E3 ag-1	MITF TRPM1 inh	KKLEB cytotox	HIF-2a block	Peg3 promoter	NR2E3 ag-2
CCCCn1[nH]c(-c2ccccc2)cc1=O	-6	0.1	1.4	-36	8	10	2	4	13	12	3
CC(C)N1CCC1(C)C(=O)Nc1ccc2scnc2c1 (stereo not drawn)	3	0.1	2.0	-11	-48	-7	nt	17	-5	1	nt
CCCOC(=O)C1[C@H]2C(=O)N(CCCOC)C[C@]23C=C[C@H]1O3 (stereo partly drawn)	6	-0.1	-2.3	-6	16	-41	3	3	11	-5	-3
CCc1cccc(CC)c1NC(=S)NCc1nc2ccccc2[nH]1	-12	0.0	-1.9	-5	-14	-32	19	3	24	10	2
Cc1ccc(C(=O)N2CC(=O)Nc3ccc(F)cc3C2c2ccccc2)cc1[N+](=O)[O-] (stereo not drawn)	-1	0.0	-1.6	15	6	-2	-6	0	18	26	-1
COc1ccc(CCN2CC(C#N)=C3c4cc(OC)c(OC)cc4CCN3C2)cc1OC	-38	0.4	0.1	40	14	-28	nt	-22	6	19	1
O=C(CSc1nnc(Cc2cc(=O)[nH]c(=O)[nH]2)n1-c1ccc(F)cc1)N1CCCCC1	-1	0.3	-0.1	-13	4	-25	6	1	-9	-1	-1
Cc1ccc(S(=O)(=O)N2CCC(C(=O)N3CCC[C@H]3C(=O)NC3CCS(=O)(=O)C3)CC2)cc1 (stereo partly drawn)	9	-0.2	0.5	-3	-15	-10	6	3	6	0	-2

High-throughput results: PubChem BioAssay, several laboratories
